Screening results (PubChem BioAssay)
HTR5A inv ag – HTR5A inverse agonism, opioid heterodimer counter-screen | P47898 | HTR5A cell line, luminescence | inhibition, % at 9.3 µM | hit rate 0.083% among 340,000 | AID 504634; in the data active = inhibition mostly above about 23%, no sharp cut-off; inactive = mostly below about 18%;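 note: 0% = cells with DMSO and 100% = no-cell wells with DMSO; some compounds called inactive have numbers as strong as hits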
Target sequence (P47898 whole entry, looked up): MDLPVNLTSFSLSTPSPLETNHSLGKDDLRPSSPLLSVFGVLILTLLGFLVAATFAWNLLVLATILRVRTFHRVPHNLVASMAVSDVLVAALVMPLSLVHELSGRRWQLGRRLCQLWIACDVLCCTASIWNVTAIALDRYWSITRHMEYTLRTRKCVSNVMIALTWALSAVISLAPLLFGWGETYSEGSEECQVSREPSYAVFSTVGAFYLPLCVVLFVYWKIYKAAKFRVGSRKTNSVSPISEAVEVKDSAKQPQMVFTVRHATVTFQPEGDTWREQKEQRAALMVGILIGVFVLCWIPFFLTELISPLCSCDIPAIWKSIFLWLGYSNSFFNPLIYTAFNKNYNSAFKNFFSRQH
CAL PDZ FP – CAL PDZ (human) peptide binding inhibition | inhibition, % at 24.9 µM | purified CAL PDZ, TMR-peptide fluorescence polarization, 1 h | hit rate 0.92% among 300,000 | Q9HD26;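 active = mean inhibition of at least 30% with at least half of replicates also reaching 30%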;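 note: 0% = DMSO neutral control and 100% = excess unlabeled competitor peptide PRC23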
C-LANA FP – blocks KSHV LANA C-terminal domain binding to DNA | inhibition, % at 9 µM | MBP-C-LANA/FAM-LBS DNA binding, fluorescence polarization | hit rate 0.078% among 340,000;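 active = highest replicate inhibition at or above 60% at 9 µM, even if other replicates fall short; inactive = all replicates below 60% inhibition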;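 note: 0% = neutral control wells and 100% = 4 µM acridine orange control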
Cardiac RTF inh – cardiac RTF calcium desensitization | IANBD-labeled cardiac RTF, Ca2+ fluorescence | inhibition, % at 7.15 µM | hit rate 0.12% among 340,000 | AID 493244;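 active = inhibition above the mean inhibition of all tested compounds plus 3 SD, cut at about 17% in these data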;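 note: assay run at fixed EC70 calcium of 1.6 mM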
V-ATPase pHluor – alters yeast V-ATPase proton transport; S. cerevisiae, pHLuorin cytosolic pH fluorescence; response, % at 10 µM; hit rate 0.37% among 350,000; AID 504577; in the data active = response mostly above about 7.3%, no sharp cut-off; inactive = mostly below about 5.4%; note: actives read high; inactives centre near 0; some compounds called inactive have numbers as strong as hits; reference of the scale not given here
HTR5A ag – counter-screen for OPRM1-OPRD1 agonists: human HTR5A agonism. AID 504692. activation, % at 9.3 µM. P47898. hit rate 0.61% among 340,000. HTR5A agonist assay, luminescence, cell-based; in the data active = activation mostly above about 9.5%, no sharp cut-off; inactive = mostly below about 7.6%;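 note: 0% = cells with vehicle only and 100% = reference agonist; strong numbers were not always called active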
OPRM1-OPRD1 inv – inverse agonist of human OPRM1-OPRD1 heterodimerization | inhibition, % at 9.3 µM | AID 504357 | hit rate 0.21% among 340,000 | cell-based MOR-DOR heterodimer luminescence, inverse agonism | P35372+P41143; in the data active = inhibition above about 22%, passing the limit was not always enough;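 note: 0% = cells with DMSO and 100% = wells without cells with DMSO; values of inactives mirror those of a sister screen read the other way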
OPRM1-OPRD1 ag – OPRM1-OPRD1 heterodimerization agonism | P35372+P41143 | activation, % at 9.3 µM | hit rate 0.3% among 340,000 | cells, luminescence | AID 504326; in the data active = activation above about 18%;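 note: 0% = vehicle-treated cells and 100% = reference agonist; values of inactives mirror those of a sister screen read the other way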
Keap1 Nrf2 FP – inhibitors of human Keap1-Nrf2 protein-protein interaction; inhibition, % at 9.4 µM; Q14145; Keap1 Kelch-Nrf2 peptide fluorescence polarization, 1536-well; AID 504523; hit rate 0.15% among 340,000; in the data active = inhibition above about 12%;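 note: human Keap1 Kelch domain with fluorescein labeled Nrf2 9mer peptide probe; 0% = neutral control wells and 100% = peptide positive control; higher means more block of Keap1 binding to Nrf2 peptide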
Target sequence (Q14145 whole entry, looked up, the tested form may be a part): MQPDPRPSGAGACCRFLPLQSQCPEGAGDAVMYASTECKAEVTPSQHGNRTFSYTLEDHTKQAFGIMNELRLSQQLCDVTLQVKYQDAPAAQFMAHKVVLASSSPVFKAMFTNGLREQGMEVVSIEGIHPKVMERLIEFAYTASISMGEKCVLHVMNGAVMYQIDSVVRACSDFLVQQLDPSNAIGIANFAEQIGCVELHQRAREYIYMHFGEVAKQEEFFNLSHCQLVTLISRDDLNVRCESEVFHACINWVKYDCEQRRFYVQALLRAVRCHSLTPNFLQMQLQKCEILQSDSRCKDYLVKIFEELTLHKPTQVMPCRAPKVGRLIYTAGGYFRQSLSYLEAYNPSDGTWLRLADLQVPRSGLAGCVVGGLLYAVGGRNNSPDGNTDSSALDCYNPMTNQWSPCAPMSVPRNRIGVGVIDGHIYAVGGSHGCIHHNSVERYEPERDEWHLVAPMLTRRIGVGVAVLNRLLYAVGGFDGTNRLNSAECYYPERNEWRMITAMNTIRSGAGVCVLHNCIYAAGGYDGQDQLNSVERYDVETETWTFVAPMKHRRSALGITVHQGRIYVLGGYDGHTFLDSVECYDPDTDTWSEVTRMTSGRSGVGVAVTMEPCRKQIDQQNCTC
RTF Ca sens act – cardiac RTF calcium sensitization; IANBD-labeled TnC RTF fluorescence at EC20 calcium; 0% EC20 calcium, 100% full calcium; activation, % at 7.2 µM; hit rate 0.24% among 340,000; AID 493008;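 active = activation above the mean over all tested compounds plus 3 SD, cut at about 30% in these data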;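 note: rise in fluorescence read as greater calcium sensitivity of cardiac thin filaments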
* marks the source's active call; other numbers are inactive results; · = not tested or not shown.

SMILES	HTR5A inv ag	CAL PDZ FP	C-LANA FP	Cardiac RTF inh	V-ATPase pHluor	HTR5A ag	OPRM1-OPRD1 inv	OPRM1-OPRD1 ag	Keap1 Nrf2 FP	RTF Ca sens act
COc1cccc(CNCCc2cccc(F)c2)c1OC	9	-4	-0.4	1	-4	-2	-9	1.8	-4	6
O=P(O)(Oc1ccccc1)OC(c1ccccc1)C(F)(F)F (stereo not given)	-3	-1	1.0	2	1	1	11	-2.1	-2	6
O=C1OCc2cc(N=Nc3c(O)[nH]c(=O)[nH]c3=O)ccc21	3	·	-0.2	3	-1	2	17	-3.4	0	-6
O=C(Nc1nc(-c2ccccc2)c(-c2ccccc2)s1)c1ccc(S(=O)(=O)N(CCCl)CCCl)cc1	-1	-1	-0.9	-9	4	2	5	-1.0	3	-3
OC1/C(=C/c2ccc(Cl)cc2Cl)N2CCC1CC2 (stereo not given)	-16	10	-1.5	-15	2	6	-16	3.0	-5	-1
CC(=NCc1ccc2c(c1)OCO2)c1c(O)n(Cc2ccccc2)c(=O)[nH]c1=O	6	-10	3.0	-1	-2	-2	18	-3.7	3	-4
CCCOc1ccccc1C1SCC(=O)Nc2c1c(=O)[nH]n2C(C)CCC (stereo not given)	-9	-1	0.1	-2	-1	-2	3	-0.6	-4	-3
Cc1ccccc1-n1c(O)c(/C=N/NC(=O)c2ccccc2O)c(=O)[nH]c1=S	-6	-2	-3.0	8	2	2	14	-2.6	0	1
Cc1cc(OC(C)C(=O)NCc2ccncc2)c2c3c(c(=O)oc2c1)CCCC3 (stereo not given)	-5	-1	-1.9	-3	-3	-3	21	-4.3	0	2
COC(=O)Cn1cc(/C=C2\C(=O)NC(=O)N(c3ccc(OC)cc3)C2=O)c2ccccc21	11	0	-1.7	-4	-24	-3	9	-1.8	-78	6
O=C(c1cc2cc(Cl)ccc2[nH]1)N1CCC2(CC1)OCCO2	-1	0	0.8	-3	-1	0	11	-2.2	-2	-5
O=c1[nH]c(=O)n(Cc2ccco2)c(O)c1C=NCc1cccs1	5	-3	1.0	5	-5	1	10	-1.8	-1	-6

Compound profiles, from the list above. Screens in order: HTR5A inv ag, CAL PDZ FP, C-LANA FP, Cardiac RTF inh, V-ATPase pHluor, HTR5A ag, OPRM1-OPRD1 inv, OPRM1-OPRD1 ag, Keap1 Nrf2 FP, RTF Ca sens act
Cc1ccccc1-n1c(O)c(/C=N/NC(=O)c2ccccc2O)c(=O)[nH]c1=S is entered as -6, -2, -3.0, 8, 2, 2, 14, -2.6, 0, 1
O=C1OCc2cc(N=Nc3c(O)[nH]c(=O)[nH]c3=O)ccc21 is entered as 3, ·, -0.2, 3, -1, 2, 17, -3.4, 0, -6

Single entries from the list:
OC1/C(=C/c2ccc(Cl)cc2Cl)N2CCC1CC2 (stereo not given) – CAL PDZ FP: 10
COc1cccc(CNCCc2cccc(F)c2)c1OC – HTR5A ag: -2

Further structures:
SMILES	HTR5A inv ag	CAL PDZ FP	C-LANA FP	Cardiac RTF inh	V-ATPase pHluor	HTR5A ag	OPRM1-OPRD1 inv	OPRM1-OPRD1 ag	Keap1 Nrf2 FP	RTF Ca sens act
CCN(CC)N=O	-4	-2	-1.2	-14	-3	1	21	-3.9	-10	1
CC(=O)[C@@]1(O)CC[C@H]2[C@@H]3CC=C4C[C@@H](O)CC[C@]4(C)[C@H]3CC[C@@]21C	1	-3	1.9	4	4	0	5	-0.9	7	1
CN(C)P(=NC(=S)c1cccn1C)(N(C)C)N(C)C	6	-6	-0.4	-13	0	-2	-12	2.1	-31	7
NCCc1ccccc1	30	0	-2.0	-4	0	3	10	-2.0	-7	0
Cc1ccc(CN2CCCN(Cc3ccc(Cl)cc3)S2(=O)=O)cc1	2	-1	0.0	2	-2	-1	14	-2.9	2	-9
Nc1ccc(Cc2ccc(N)cc2)cc1	8	0	-0.7	-6	-1	-2	9	-1.9	-2	4
Cc1ccc2nc(C)n(-c3ccc(F)cc3)c(=O)c2c1	·	8	1.5	·	2	·	·	·	-1	·
Cc1ccc(CN2CCCC(C(=O)c3cccc(C(F)(F)F)c3)C2)o1 (stereo not given)	1	-3	1.6	-5	0	1	-9	1.8	0	-2
Cc1ccc(N2C(=O)NC(=O)C(CCc3ccccn3)(Cc3ccc(F)cc3)C2=O)cc1 (stereo not given)	-1	0	0.1	-4	-2	0	13	-2.4	-8	2
Cc1cc(Oc2cc(NN3CCCCC3)c([N+](=O)[O-])cc2[N+](=O)[O-])ccc1[N+](=O)[O-]	4	-2	0.8	1	0	8	3	-0.7	-5	-3
COc1ccc2c(c1)c(CCN)c(C)n2Cc1ccccc1	-21	-4	-0.4	-2	1	8	14	-2.9	1	2
CC(=O)NNC(=O)CN1C(=O)CN=C(c2ccccc2)c2cc(Br)ccc21	-3	-1	-0.6	3	-2	1	1	-0.2	1	1
COc1ccc(OC)c(CC(=O)N(C)C2CCCN(Cc3ccccc3F)C2)c1 (stereo not given)	12	-2	-0.2	-10	-1	-4	-9	1.8	1	-4
CCOC(=O)c1c(C)n(CCOC)c2ccc(O)cc12	-1	-2	-0.7	5	-7	-2	11	-1.8	0	2
CCCCCCC(Cl)(Cn1ccnc1)c1ccccc1 (stereo not given)	0	-3	-1.9	-4	-4	0	-38	7.7	-1	5
CC/C(=N\NC(=O)c1ccccc1Cl)c1c(O)n(C2CCCCC2)c(=O)[nH]c1=O	-7	4	0.2	0	0	0	7	-1.4	2	-7
CCOC(=O)[C@]12Cc3ccsc3[C@H]1N(Cc1ccccc1)C(=O)c1ccccc12	7	-1	-0.1	10	-2	-3	2	-0.3	-1	1
CCCOC(=O)c1ccccc1C(=O)OCCC	7	-3	-1.4	-5	1	-2	18	-3.4	-8	2
O=[N+]([O-])c1cc(Cl)c(O)c(-[n+]2c(-c3ccccc3)cc(-c3ccccc3)cc2-c2ccccc2)c1	-9	1	2.3	-4	2	2	15	-3.2	-5	-4
CCc1nc(N2CCNCC2)c(C#N)c2c1CSC(C)(C)C2	-28	-3	-0.7	-9	0	-1	-8	1.4	-6	9
Cc1cccn2c(=O)c3c(nc12)N1CCC(Cc2ccccc2)CC1C1(C3)C(=O)N(C)C(=O)N(C)C1=O (stereo not given)	-11	-5	-1.6	-2	-1	1	2	-0.3	1	11
Cc1ccc(C)c(OCC(=O)N2CCN(Cc3ccc4c(c3)OCO4)CC2)c1	23	1	-0.6	-8	3	-2	-1	0.2	-4	6
O=c1[nH]c(=S)n(C2CC2)c(O)c1C=Nc1ccc2c(c1)OCO2	10	-2	0.3	-4	0	2	9	-1.7	1	-2
Oc1ccccc1C1NCc2ccccc2-n2cccc21 (stereo not given)	-17	0	-2.7	-4	4	5	10	-2.3	4	4
O=c1c2ccccc2nc(/C=C/c2ccc([N+](=O)[O-])o2)n1-c1ccc(O)cc1	·	-9	-0.1	·	-2	·	·	·	-13	·
C=CCn1c(O)c(C(C)=O)c(=O)[nH]c1=O (tested in a mixture with another compound)	1	-3	-1.3	2	-2	5	15	-3.1	-7	0
C=CCn1c(O)c(C=NCCCOc2ccc(CC)cc2)c(=O)[nH]c1=S	-7	-2	1.1	-8	-3	-2	-3	0.5	-5	4
CC1(C)CC(N(CCc2ccccc2)Cc2ccccc2)CCO1 (stereo not given)	-24	-1	0.5	-3	-5	8	-75	15	-5	1
Cc1nn(Cc2ccccc2)c(C)c1C(=O)OCC(=O)NC1CCS(=O)(=O)C1 (stereo not given)	36	-2	1.3	-1	-2	0	-1	0.2	0	8
Cn1cnc([N+](=O)[O-])c1Sc1ccc([N+](=O)[O-])cc1	9	·	0.7	3	-2	-2	17	-3.4	-1	-5
O=c1ccc2cc(O[C@@H]3O[C@H](CO)[C@@H](O)[C@H](O)[C@H]3O)c(O)cc2o1	-17	-4	0.1	-2	0	5	16	-3.0	-1	-1
CC1(C)NCCN2C(=O)CSC21 (stereo not given)	-12	-2	1.1	-12	-6	-2	-14	2.7	-1	-1
O=[N+]([O-])O[C@H]1CO[C@H]2[C@@H]1OC[C@H]2O[N+](=O)[O-]	10	-1	1.9	-7	-4	-3	9	-1.8	-7	-1
CC(C)N1CCN(Cc2ccc3c(c2)OCCO3)CC1CCO (stereo not given)	-36	-1	-1.3	-11	3	-1	-5	1.0	-2	-1
Cc1ccc(C(=O)NC2CC3CCC(C2)N3)cc1 (stereo not given)	8	29	-1.4	6	-3	-3	8	-1.6	-5	4
CCCc1nc2ccc(Br)cc2c(=O)n1-c1ccc([N+](=O)[O-])c(C(F)(F)F)c1	24	-5	1.1	-5	-1	5	-7	1.3	1	-7
COC(=O)C1=C(c2cc3ccccc3o2)C[C@@H]2CC[C@H]1N2C(=O)NCCO	-17	-1	0.9	-6	0	6	15	-2.5	2	-6
COC(=O)C1=C(c2ccccc2OCc2ccccc2)C[C@@H]2CC[C@H]1N2C(=O)NCc1ccc(N(C)C)cc1	10	-3	0.4	-6	1	1	-6	1.1	-1	11
COc1cc(N2CCOCC2)ccc1/C=C1\C(=O)NC(=O)N(C2CCCCC2)C1=O	4	-1	-1.0	-20	3	-1	-8	1.4	-6	2
CSc1ccc(C(=O)C2CCCN(Cc3cccnc3)C2)cc1 (stereo not given)	13	1	-1.9	-9	1	-5	8	-1.3	-2	-3
CC12CN3CCN(C1)CC(C)(C3)C2=NO	-8	-3	-1.5	-5	0	7	9	-1.6	3	-1
CC(=O)c1ccc(NC2=NCCCS2)cc1	-14	-4	-0.8	7	2	3	-9	1.4	1	-6
COc1ccc(CN2CC=C(c3ccc(F)cc3)CC2)cc1Br	3	·	0.4	-10	-3	5	-29	5.7	-5	6
CN1CCN(CCC(=O)OC2CC3CCC(C2)N3C)CC1 (stereo not given)	-26	-5	3.0	-3	-4	1	1	-0.2	0	-6
CCCN1CC[C@@H]2c3cc(O)ccc3CC[C@@H]21	-20	-3	-0.1	7	0	6	-5	0.9	2	4
Cc1cc(C)n(CCOC(=O)C2C(C=C(Cl)Cl)C2(C)C)n1 (stereo not given)	1	-2	0.4	-7	-7	7	-12	2.8	0	-2
c1ccc(Nc2ccc3ccccc3c2)cc1	33	-2	-0.3	12	-2	3	-16	3.2	-3	-6
CCCCn1c(=O)c(C(=O)NCc2ccc(Cl)cc2)c(O)c2ccccc21	-2	-6	0.6	3	-2	0	18	-3.9	0	-5
COc1cccc(CNCCc2c[nH]c3ccccc23)c1	-25	-4	-3.2	-8	1	7	-1	0.1	1	1
CN1CCC2(CC1)CC(NC=O)c1ccccc1O2 (stereo not given)	-15	-2	-6.7	-7	-2	5	0	0.0	-1	-2
C[C@]12CCC3C(C[C@@H](O)[C@H]4C[C@@H](O)CC[C@]34C)C1CC[C@@H]2O (stereo not given in full)	-7	-2	-0.5	6	-2	2	8	-1.6	1	4
CN=C(SCc1cc2c(cc1Cl)OCO2)c1c(O)n(C)c(=O)n(C)c1=O	-11	4	-1.3	-3	-2	1	-2	0.4	-1	-3
C[C@](N)(CCP(=O)(O)O)C(=O)O	2	0	4.5	7	-4	-1	9	-1.6	-3	-9
Fc1ccc(CNC2CN3CCC2CC3)cc1 (stereo not given)	0	0	-1.6	-9	2	0	4	-0.9	0	8
COc1ccc(CN2C(=O)NC(=O)/C(=C\c3ccco3)C2=O)cc1	14	-3	30	-13	4	-2	17	-3.4	-10	4
COC(=O)c1ccccc1N=Cc1c(O)[nH]c(=S)[nH]c1=O	-16	-2	-0.7	-5	-3	-1	5	-0.9	-5	5
Cn1c(O)c(C(=O)c2ccccc2Cl)c(=O)n(C)c1=O	-7	-1	-2.6	-7	-6	2	12	-2.7	-3	2

A portion of the library; the hit share may differ from the screen's.
